D1 agonist = Allosteric Agonists of the Human D1 Dopamine Receptor: qHTS. D(1A) dopamine receptor (Homo sapiens), P21728. activation, % at 2 µM. HEK293 T-REx D1 cells, calcium flux, agonist mode. AID 504660, 2011. hit rate 1% among 360,000; note: 0% is about no effect
Target sequence (P21728 whole entry, looked up): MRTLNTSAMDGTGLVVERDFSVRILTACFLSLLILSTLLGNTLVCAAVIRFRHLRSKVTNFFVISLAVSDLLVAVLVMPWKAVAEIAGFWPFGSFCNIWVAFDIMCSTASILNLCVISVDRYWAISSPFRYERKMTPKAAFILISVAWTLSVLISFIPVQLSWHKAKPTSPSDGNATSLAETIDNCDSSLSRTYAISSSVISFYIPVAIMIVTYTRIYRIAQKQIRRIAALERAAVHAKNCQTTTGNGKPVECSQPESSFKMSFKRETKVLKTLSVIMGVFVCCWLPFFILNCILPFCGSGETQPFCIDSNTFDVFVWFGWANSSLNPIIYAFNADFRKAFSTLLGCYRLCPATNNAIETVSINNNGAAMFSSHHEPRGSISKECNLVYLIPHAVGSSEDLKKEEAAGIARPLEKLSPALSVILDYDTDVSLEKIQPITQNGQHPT
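Inducible HEK293 T-REx D1 cells, force-coupled to calcium signalling, were plated at 4000 cells/well with tetracycline and held overnight at 30 C. After no-wash calcium dye loading, compound-evoked calcium rise over 180 s flagged agonists.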
TRHR PAM = qHTS for Small Molecule Agonists and Allosteric Enhancers of Human TRH Receptor: Primary Screen for Enhancers; TRHR cells, fluo-8 calcium fluorescence, EC20 TRH enhancement; Thyrotropin-releasing hormone receptor (Homo sapiens), P34981; AID 493056, 2011; enhancement, % at 2 µM; hit rate 0.66% among 360,000; in the data active = enhancement above about 30%; note: 0% is about no effect
Target sequence (P34981 whole entry, looked up): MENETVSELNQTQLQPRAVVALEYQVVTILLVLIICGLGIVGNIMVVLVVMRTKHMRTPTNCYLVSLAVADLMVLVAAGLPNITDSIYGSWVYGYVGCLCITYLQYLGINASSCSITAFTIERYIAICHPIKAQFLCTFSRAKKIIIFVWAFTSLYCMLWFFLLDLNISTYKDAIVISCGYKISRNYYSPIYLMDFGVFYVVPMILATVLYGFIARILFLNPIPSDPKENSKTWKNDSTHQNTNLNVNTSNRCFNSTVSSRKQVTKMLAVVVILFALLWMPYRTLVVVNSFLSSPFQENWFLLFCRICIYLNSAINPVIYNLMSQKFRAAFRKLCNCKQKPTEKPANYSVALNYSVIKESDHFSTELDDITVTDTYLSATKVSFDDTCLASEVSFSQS
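Enhancer read-out: after compound pinning and an initial kinetic agonist-mode read, an EC20 of TRH (10 nM final) was injected and fluo-8 calcium signal (Ex 480/Em 530) followed at 1 s/cycle for 100 cycles in TRHR-expressing cells.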
D2 PAM = HTS Assay for Positive Allosteric Modulators of the Human D2 Dopamine Receptor: Primary Screen for Potentiators; D(2) dopamine receptor (Homo sapiens), P14416; HEK293 T-REx D2, calcium flux, EC20 dopamine potentiation; potentiation, % at 10 µM; hit rate 0.34% among 340,000;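 active = potentiation over 3 SD above the plate norm, cut at about 30% in these data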; note: 0% is about no effect
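Tetracycline-induced HEK293 T-REx cells force-coupled to calcium signalling expressed D2; compounds were pin-added after a 10 s baseline, read kinetically 180 s, then an EC20 dopamine challenge followed with a further 180 s calcium read.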
RXFP1 antag = qHTS Assay for Antagonists of the Relaxin Receptor RXFP1; HEK293-RXFP1, relaxin-stimulated cAMP HTRF, 30 min; active compounds read low; activity change, negative = inhibition, % at 57.5 µM; hit rate 0.59% among 350,000; AID 1259400, 2018;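 active = activity change of -60% or lower, but not beyond a set lower limit; inconclusive = change between -60% and -40%, or beyond the set limit; inactive = change above -40%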; note: % is set by controls: 0 for no effect and ±100 for the full control effect
D2 antag = HTS Assay for Allosteric Antagonists of the Human D2 Dopamine Receptor: Primary Screen for Antagonists | D(2) dopamine receptor (Homo sapiens), P14416 | HEK293 TREx D2 cells, calcium flux, dopamine EC80 | inhibition, % at 10 µM | hit rate 2% among 340,000 | AID 485344, 2010; in the data active = inhibition above about 30%; note: 0% is about no effect
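HEK293 T-REx D2 cells, tet-induced, calcium dye no-wash. Cpd pintool add, 180 s kinetic, then EC80 DA, 180 s kinetic. Ca flux read.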
D2 ag = HTS Assay for Allosteric Agonists of the Human D2 Dopamine Receptor: Primary Screen for Agonists; HEK293 T-REx D2 cells, calcium flux agonist mode; activation, % at 2 µM; hit rate 0.53% among 340,000; AID 485358, 2010;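 active = activation over 3 SD above normal in the single-dose calcium agonist read, cut at about 30% in these data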; note: 0% is about no effect
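Calcium-flux readout, 1 cycle/sec over 180 s following compound pin transfer, in inducible HEK293 Trex D2 cells (force-coupled); dopamine controls included. Positive calcium responses during this window marked compounds as potential agonists.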
D1 PAM = Potentiators of Human D1 Dopamine Receptor: qHTS. HEK293 TREx D1 cells, calcium flux, dopamine EC20 potentiation. potentiation, % at 10 µM. hit rate 0.036% among 360,000. AID 504651, 2011; in the data active = potentiation above about 30%; note: 0% is about no effect
TRHR agonist = qHTS for Small Molecule Agonists and Allosteric Enhancers of Human TRH Receptor: Primary Screen for Agonists; Thyrotropin-releasing hormone receptor (Homo sapiens), P34981; TRHR cells, calcium flux fluo-8, FDSS agonist mode; activation, % at 2 µM; hit rate 0.18% among 360,000; AID 493084, 2011; note: 0% is about no effect
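Fluo-8-loaded TRHR cells; 10 s baseline, compound added, kinetic Ca2+ fluorescence read 1/s, agonist mode.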
D1 antagonist = Antagonist of Human D 1 Dopamine Receptor: qHTS; activity change, negative = inhibition, % at 10 µM; AID 504652, 2011; HEK293 TREx D1 cells, calcium flux, dopamine EC80; active compounds read low; hit rate 3.2% among 360,000; in the data active = activity change below about -30%; note: % is set by controls: 0 for no effect and ±100 for the full control effect
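Using tetracycline-induced force-coupled D1 Hek293 cells and a calcium dye, signals were followed for 180 s after compound, then for 180 s after EC80 dopamine, to detect inhibitors.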
* = called active by the depositor; ? = inconclusive; nt = not tested or not shown; & = joins results of further samples. Cut-off read from the data, not from the text of the source, unless noted: active = activation above about 30%; inactive = the rest.

SMILES	D1 agonist	TRHR PAM	D2 PAM	RXFP1 antag	D2 antag	D2 ag	D1 PAM	TRHR agonist	D1 antagonist
COC(=O)c1cc(S(=O)(=O)NCC(C)c2ccccc2)cn1C (stereo unspecified)	10	-6	0	7	-5	0.6	-3	-0.3	-1
O=C(CSc1ccc(Cl)cc1)N1CCC(c2nc3ccccc3s2)CC1	10	2	13	-11	-9	-0.5	-4	1.4	-4
Cc1cccnc1NC(=O)C1CCCN1S(=O)(=O)c1ccc(Cl)cc1 (stereo unspecified)	4	18	2	-6	9	-0.1	-8	-0.2	4
CN(Cc1c(F)cccc1Cl)C(=O)c1ccc2ccccc2n1	7	2	-8	-8	-2	-1.2	-7	-0.5	6
Cc1cccc(NS(=O)(=O)c2ccc3c(c2)CCC(=O)N3)c1	3	8	-9	5	-5	-0.6	-9	0.1	7
COC(=O)c1ccc(NC(=O)COc2coc(CN3CCc4ccccc43)cc2=O)cc1	2	-1	-6	-15	1	-0.1	-1	0.1	0
COc1cccc(C2CC(=O)Nc3n[nH]c(-c4ccccc4)c32)c1OC (stereo unspecified)	2	10	6	-12	-4	-1.8	2	-0.2	29
O=C(O)CCCC(=O)Nc1ccccc1-n1ccnc1	2	-2	-11	1	-3	0.3	-5	0.4	-16
Cc1ccc(S(=O)(=O)N2CCN(Cc3cc(=O)n4nc(-c5ccccc5Cl)sc4n3)CC2)cc1	1	-2	-4	nt	nt	-0.1	0	-0.1	2
Cc1cc(C)n(-c2nc(C)c(C)c(=O)n2CC(=O)Nc2ccc([N+](=O)[O-])cc2)n1	-5	0	4	-5	nt	-0.6	4	-0.4	nt
COC(=O)[C@@H](NC(=O)c1ccc(OC2CCN(Cc3ccccn3)CC2)cc1)C(C)C	4	-6	-9	5	-9	0.3	-1	0.7	1
COc1ccccc1CN1CCNC(=O)C1CC(=O)NCCC1=CCCCC1 (stereo unspecified)	1	10	6	5	3	-0.4	-3	0.1	4
O=C(COc1ncnc2ccc(Br)cc12)NCc1ccc2c(c1)OCO2	1	19	-1	1	-3	-0.6	1	0.2	0
COc1ccc(Cn2c3ccc(OC)cc3c3nc4ccccc4nc32)cc1	8	1	-5	1	-1	5.2	3	2.4	14
COc1ccc(C(C)=O)cc1CC(=O)NCCCn1ccnc1	2	6	34*	8	-2	0.5	-7	0.0	-1
C=CCN=C1N[C@@H](c2ccc(Br)cc2)C(C(=O)OC)=C(C)N1Cc1ccccc1	31*	-8	nt	nt	nt	nt	0	0.8	22
CCCc1ccc(OCC(O)CN2CCN(c3ccccc3)CC2)cc1 (stereo unspecified)	2	20	-26	-36&-18	69*	62*	-2	-0.3	0
O=C(CN1C(=O)CCS(=O)(=O)c2ccccc21)NCc1ccc(F)cc1	4	9	18	-13	28	0.0	-3	-0.3	7
CCOc1ccc(NC(=O)c2cnc(Nc3ccccc3OC)c3ccccc23)cc1	3	-4	-6	nt	nt	0.3	0	0.0	5
O=C1CCCc2ccccc2N1Cc1ccc(F)cc1	-1	9	17	-9	-14	0.8	-1	-0.8	-11
Cc1cccc(N2CC(C(=O)Nc3ccc(S(=O)(=O)N4CCOCC4)cc3)CC2=O)c1C (stereo unspecified)	4	1	3	-9	-9	0.4	0	-0.1	1
CCC1CCCCN1CCCNC(=O)c1cn(C)c2ccc(S(=O)(=O)N3CCOCC3)cc2c1=O (stereo unspecified)	5	3	-5	0	-11	-1.3	-4	0.7	-12
Cc1ccccc1-n1c(SCC(=O)N/N=C/C=C/c2ccccc2[N+](=O)[O-])nc2ccccc2c1=O	5	-3	11	-16	4	0.3	1	0.2	-12
Cc1nn(CC(=O)NCCCc2ccccc2)c(=O)c2cc3occc3n12	-1	0	-12	-8	32*	0.0	-3	-0.6	-2
CCCCn1c(N)c(N(CCC(C)C)C(=O)c2ccc(-c3ccc([N+](=O)[O-])cc3)o2)c(=O)[nH]c1=O	0	-4	9	-2	-37	0.7	-2	-0.1	4
CCCN(c1ccccc1F)S(=O)(=O)c1cc(-c2cc(C)no2)ccc1C	20	-4	1	?	nt	0.5	-5	0.6	-6
CCC1=C/C(=C\c2ccc3c(c2)OCO3)C(=O)S1	0	4	3	nt	-17	0.1	-3	1.4	-1
CCCN(CCC)c1ccc(CC(=O)NC(C)Cc2ccccc2)cc1 (stereo unspecified)	7	14	2	6	-5	0.6	-3	0.6	-18
COc1ccc(CNc2ncnc3cc(Cl)ccc23)cc1	6	-5	-7	-7	0	1.0	-1	-0.9	-19
Cc1ccc(C2(C)NC(=O)N(CC(=O)NCCC3=CCCCC3)C2=O)cc1 (stereo unspecified)	1	-2	-4	3	-10	0.4	-1	0.2	2

An excerpt from above, showing only D1 PAM:
Molecule	D1 PAM
CCC1CCCCN1CCCNC(=O)c1cn(C)c2ccc(S(=O)(=O)N3CCOCC3)cc2c1=O (stereo unspecified)	-4
Cc1ccccc1-n1c(SCC(=O)N/N=C/C=C/c2ccccc2[N+](=O)[O-])nc2ccccc2c1=O	1

(more compounds)
SMILES	D1 agonist	TRHR PAM	D2 PAM	RXFP1 antag	D2 antag	D2 ag	D1 PAM	TRHR agonist	D1 antagonist
C/C(=N\NC(=O)c1cccnc1)c1c(O)cc(C)oc1=O	2	-9	1	nt	-9	-0.3	-4	-0.3	0
Cc1cc(C(=O)NNC(=O)c2cccc(Cl)c2)no1	4	-2	-9	1	9	0.3	-2	0.0	0
N/C(=N\OC(=O)CC1CCCCC1)c1cccnc1	1	9	0	2	8	0.1	-4	-1.2	6
O=C(Nc1ccccc1Cl)C1CC(=O)n2c(nc3ccccc32)N1 (stereo unspecified)	-1	-1	nt	nt	nt	nt	-2	-0.3	7
CC(C)(C)c1ccc(C(=O)CCC(=O)NCc2ccccc2)cc1	6	13	-6	4	-10	0.3	-2	0.7	0
COc1ccccc1CNS(=O)(=O)c1c(C)[nH]c(C)c1C(=O)N1CCCC1	2	0	nt	6	nt	nt	-6	0.2	5
Cc1ccc(NC(=O)COC(=O)CCc2c[nH]c(=O)[nH]2)cc1	0	-7	-7	-10	17	0.1	-2	0.4	-6
CC1CCCC(NC(=O)CNC(=S)N(Cc2ccccc2)Cc2cccs2)C1C (stereo unspecified)	11	-4	-8	-34	6	-1.0	0	0.1	5
COc1ccc(C(=O)Nc2ccccc2N2CCOCC2)cc1[N+](=O)[O-]	1	0	10	10	1	1.7	0	0.1	-32*
CCO[C@@H]1OC(C(=O)O)=C[C@H](c2ccc3c(c2)OCO3)[C@H]1CCCO	0	11	15	nt	0	0.1	5	-0.6	-8
O=C(c1ccc2nccnc2c1)N1CCN(Cc2ccc3c(c2)OCO3)CC1	1	2	9	2	16	0.7	1	0.0	-11
CCN1CCc2nc3ccccc3c(C(=O)Nc3ccc(F)cc3)c2C1	3	-2	nt	-8	nt	nt	-1	0.3	6
CN(C)c1ccc(NC(=O)c2ccc(N3CCOCC3)nc2)cc1	1	-3	3	-20	1	0.8	3	1.2	6
C/C(=N\NC(=O)c1cccs1)c1cccnc1	3	0	-3	-4	6	0.3	-3	-0.2	2
Cc1cc(C(=O)Nc2cccc(S(=O)(=O)N3CCCC3)c2)c2ccccc2n1	4	2	-5	3	28	-0.6	-5	-0.4	-3
CC(=O)c1cc(CN2CCC(n3nccc3NC(=O)c3ccccc3C)CC2)cs1	0	-5	-7	4	3	0.1	-6	0.9	2
CC(=O)N(C)c1ccc(NS(=O)(=O)c2cc(Cl)ccc2Cl)cc1	3	5	11	3	-6	0.6	-8	-0.2	2
CCC1CCCCN1C(=O)CN1C(=O)c2ccccc2S1(=O)=O (stereo unspecified)	3	-4	-11	19	8	0.3	-1	0.9	-5
CC(=O)c1cc(C#N)c(N2CCCCC2)nc1C	6	-5	5	31	-8	-1.9	2	-1.4	-37*
CC(=O)Nc1ccc(Nc2nc(C)c([N+](=O)[O-])c(N(C)c3ccccc3)n2)cc1	6	6	5	-7	23	2.0	-11	0.2	-32*
Cc1cccc(-c2nc(CSc3nncn4c3cc3sccc34)c(C)o2)c1	1	-6	2	0	nt	-0.6	-3	0.0	1
COc1ccc(CCNC(=O)c2cc(=O)c3cc(C)cc(C)c3o2)cc1OC	0	3	-10	-7	nt	-0.7	-1	-0.5	-18
O=C1C2CC=CCC2C(=O)N1c1n[nH]c(Cc2ccccc2)n1 (stereo unspecified)	-1	-6	0	3	-1	0.5	2	0.1	1

Ordered by value in D1 agonist (high to low): some entries from above
compound	D1 agonist	TRHR PAM	D2 PAM	RXFP1 antag	D2 antag	D1 PAM	TRHR agonist	D1 antagonist
CC(=O)c1cc(C#N)c(N2CCCCC2)nc1C	6	-5	5	31	-8	2	-1.4	-37*
CCC1CCCCN1C(=O)CN1C(=O)c2ccccc2S1(=O)=O (stereo unspecified)	3	-4	-11	19	8	-1	0.9	-5
Cc1cccc(-c2nc(CSc3nncn4c3cc3sccc34)c(C)o2)c1	1	-6	2	0	nt	-3	0.0	1
O=C1C2CC=CCC2C(=O)N1c1n[nH]c(Cc2ccccc2)n1 (stereo unspecified)	-1	-6	0	3	-1	2	0.1	1

Compound profiles, from the list above:
COC(=O)c1cc(S(=O)(=O)NCC(C)c2ccccc2)cn1C (stereo unspecified) is listed as D1 agonist: 10; TRHR PAM: -6; D2 PAM: 0; RXFP1 antag: 7; D2 antag: -5; D2 ag: 0.6; D1 PAM: -3; TRHR agonist: -0.3; D1 antagonist: -1
CCC1CCCCN1CCCNC(=O)c1cn(C)c2ccc(S(=O)(=O)N3CCOCC3)cc2c1=O (stereo unspecified) is listed as D1 agonist: 5; TRHR PAM: 3; D2 PAM: -5; RXFP1 antag: 0; D2 antag: -11; D2 ag: -1.3; D1 PAM: -4; TRHR agonist: 0.7; D1 antagonist: -12
Cc1cc(C(=O)Nc2cccc(S(=O)(=O)N3CCCC3)c2)c2ccccc2n1 is listed as D1 agonist: 4; TRHR PAM: 2; D2 PAM: -5; RXFP1 antag: 3; D2 antag: 28; D2 ag: -0.6; D1 PAM: -5; TRHR agonist: -0.4; D1 antagonist: -3

Of the compounds above, these have a COOH group:
SMILES	D1 agonist	TRHR PAM	D2 PAM	RXFP1 antag	D2 antag	D2 ag	D1 PAM	TRHR agonist	D1 antagonist
O=C(O)CCCC(=O)Nc1ccccc1-n1ccnc1	2	-2	-11	1	-3	0.3	-5	0.4	-16
CCO[C@@H]1OC(C(=O)O)=C[C@H](c2ccc3c(c2)OCO3)[C@H]1CCCO	0	11	15	nt	0	0.1	5	-0.6	-8
